From PubChem
RBBP9 inhibitor: blocks human serine hydrolase RBBP9. O75884. recombinant RBBP9, FP-Rh probe fluorescence polarization. inhibition, % at 7.94 µM. 220,000 compounds, 0.2% hits. AID 1515;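 active means inhibition above the campaign mean of all tested compounds plus 3 SD, cut at about 14% in these data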;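 further: plate controls were DMSO wells with RBBP9 for no effect and wells lacking RBBP9 protein for full effect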
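Assay system: recombinant human RBBP9; Reagent: Serine-hydrolase probe FP-Rh, 375 nM pre-mixing; Doses: 7.94 µM single dose, 0.794% DMSO; Incubation: 30 min then 45 min, 25 °C; Detection: fluorescence polarization (mP), excitation 525 nm, emission 598 nm; Evaluation: percent inhibition from mP, scaled between DMSO and no-protein wells.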
Runt-CBFb FRET: Runt domain-CBFb interaction inhibition; 220,000 compounds, 0.46% hits; Q01196+Q13951; Cerulean-Runt/Venus-CBFb FRET ratio 530/480, 1 h; inhibition, % at 20 µM;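 active means inhibition over about 50% at 20 µM in the single-dose screen, limit read from the data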;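 further: 0% = DMSO wells and 100% = excess unlabeled CBFb competitor control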
Target sequence (Q01196 whole entry, looked up, the tested form may be a part): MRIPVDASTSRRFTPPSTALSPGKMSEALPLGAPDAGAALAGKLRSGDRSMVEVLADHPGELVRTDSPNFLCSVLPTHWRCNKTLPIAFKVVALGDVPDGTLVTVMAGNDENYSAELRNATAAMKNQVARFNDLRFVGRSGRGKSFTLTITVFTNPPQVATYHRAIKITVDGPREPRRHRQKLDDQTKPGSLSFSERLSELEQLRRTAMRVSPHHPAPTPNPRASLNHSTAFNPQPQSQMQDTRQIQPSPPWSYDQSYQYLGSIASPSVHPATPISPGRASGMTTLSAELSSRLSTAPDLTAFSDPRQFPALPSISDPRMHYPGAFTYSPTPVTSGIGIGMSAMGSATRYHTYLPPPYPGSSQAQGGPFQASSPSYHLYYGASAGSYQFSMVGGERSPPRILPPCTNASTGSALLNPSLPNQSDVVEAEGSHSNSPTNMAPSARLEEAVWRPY
Target sequence (Q13951 whole entry, looked up, the tested form may be a part): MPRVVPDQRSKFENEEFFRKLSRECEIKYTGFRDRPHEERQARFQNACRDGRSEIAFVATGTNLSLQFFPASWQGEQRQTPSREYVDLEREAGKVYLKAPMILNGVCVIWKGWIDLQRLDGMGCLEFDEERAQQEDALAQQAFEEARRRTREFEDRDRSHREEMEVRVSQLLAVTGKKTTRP
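Measured by: fluorescence energy transfer, 422 nm excitation, 530/480 nm emission; test system: Cerulean-tagged RUNX1 Runt domain (FRET donor) fusion protein; buffer or medium: Tris pH 7.5 buffer with BSA; compound: one dose, 20 µM compound, 1% DMSO; times: two 1 h room-temperature incubations shielded from light; benchmarks: unlabeled CBFb 5 µM, positive control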
NPY1 pot ag: human NPY-Y1 potentiation or agonism, primary screen | 220,000 compounds, 0.37% hits | NPY-Y1 expressing cells, potentiator/agonist activation | activation, % at 3.6 µM; in the data active means activation above about 33%, passing the limit was not always enough;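 further: cells stimulated with NPY at EC10 then isoproterenol at EC100; 0% = low agonist plus stimulus and 100% = saturating agonist plus stimulus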
Mdm2 ligase inh: Mdm2 E3 ligase (human) inhibition; Q00987; cell-based MDM2 ubiquitination luciferase reporter, 2 h; 0 = plate control, 100 = twice control, blank-subtracted; signal enhancement, % at 5 µM; 210,000 compounds, 0.11% hits; AID 1230;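 active means signal enhancement of 30% or more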;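 further: luminescence tracks abundance of the self-degrading MDM2-luciferase fusion protein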
Target sequence (Q00987 whole entry, looked up, the tested form may be a part): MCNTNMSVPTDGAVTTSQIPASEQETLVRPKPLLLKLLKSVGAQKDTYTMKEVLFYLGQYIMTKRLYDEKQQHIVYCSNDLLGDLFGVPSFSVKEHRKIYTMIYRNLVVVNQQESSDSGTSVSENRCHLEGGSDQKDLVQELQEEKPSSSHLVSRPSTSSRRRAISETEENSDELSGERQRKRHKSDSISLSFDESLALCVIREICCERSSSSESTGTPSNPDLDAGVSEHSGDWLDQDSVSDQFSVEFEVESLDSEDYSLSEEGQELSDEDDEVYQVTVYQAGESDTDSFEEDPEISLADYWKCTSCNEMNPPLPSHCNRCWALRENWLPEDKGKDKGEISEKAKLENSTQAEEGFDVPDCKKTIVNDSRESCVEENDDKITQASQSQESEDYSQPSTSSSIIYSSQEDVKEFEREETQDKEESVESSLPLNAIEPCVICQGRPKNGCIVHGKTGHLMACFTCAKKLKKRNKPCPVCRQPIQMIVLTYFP
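system = mammalian cells stably expressing self-ubiquitinating, self-degrading MDM2 E3–luciferase fusion | quantity = 2000 cells per well seeded | incubation = 4 h cell settling then 2 h compound exposure, 37 °C | signal = SteadyLite luminescence, 15 min reagent step | benchmarks = plate control and blank wells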
p97 ATPase inh: human p97 ATPase inhibition | inhibition, % at 8 µM | 220,000 compounds, 0.42% hits | P55072 | recombinant p97 ATPase, Kinase-Glo ATP luminescence, 3 h | AID 1481; in the data active means inhibition above about 15%;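 further: 0% = DMSO vehicle and 100% = wells lacking enzyme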
Hck Nef HTS: blocks Nef-activated human Hck kinase; P08631; Recombinant Hck-YEEI plus Nef, Z-Lyte FRET kinase assay; inhibition, % at 20 µM; 220,000 compounds, 0.68% hits;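 active means Hck-Nef kinase inhibition above about 50%, limit read from the data; inactive means inhibition below that limit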;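 further: 0% = DMSO with Hck plus Nef and 100% = Hck alone without Nef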
NPY-Y2 PAM-ag: potentiates or activates human NPY-Y2 receptor; P49146; cells expressing NPY-Y2, potentiator/agonist read-out; activation, % at 3.6 µM; 220,000 compounds, 0.45% hits; AID 1359; in the data active means activation above about 27%;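 further: cells stimulated with NPY near EC25 plus isoproterenol at EC100; 0% = vehicle plus submaximal agonist and 100% = vehicle plus saturating agonist; some results beyond the cut were filed as inactive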
NPY Y1 blocker: blocks the human neuropeptide Y Y1 receptor; AID 1040; P25929; inhibition, % at 3.6 µM; HEK293-CNG Y1 cells, membrane potential fluorescence; NPY at EC95, then isoproterenol; 200,000 compounds, 1% hits;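 active means inhibition above the campaign mean inhibition of all tested compounds plus 3 SD, cut at about 20% in these data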;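 further: 0% = DMSO wells given NPY plus isoproterenol and 100% = isoproterenol alone without NPY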
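Test system – HEK293 Y1/CNG channel cell line · Also added – NPY agonist 25 nM, then isoproterenol 1 µM plus Ro 20-1724 25 µM · Compound dosing – one concentration, 3.6 µM, in 0.4% DMSO · Schedule – compound incubation 1 h at room temperature, readout 45 min post-stimulation · Technique – fluorescence, membrane potential probe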
Runt-SMMHC FRET: Runt domain-CBFb-SMMHC interaction inhibition. Cerulean-Runt/Venus-CBFb-SMMHC FRET ratio 530/480, 1 h. inhibition, % at 20 µM. Q01196+Q13951. 220,000 compounds, 0.74% hits;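 active means mean inhibition across duplicate retests at 20 µM reaching about 50%, limit read from the data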;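 further: 0% = DMSO wells and 100% = wells with excess untagged CBFb-SMMHC; inhibitors lower the FRET ratio by blocking Runt binding to CBFb-SMMHC; some results filed as inactive read as strong as hits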
* = called active by the depositor; nt = not tested or not shown.

SMILES	RBBP9 inhibitor	Runt-CBFb FRET	NPY1 pot ag	Mdm2 ligase inh	p97 ATPase inh	Hck Nef HTS	NPY-Y2 PAM-ag	NPY Y1 blocker	Runt-SMMHC FRET
COc1cccc(/C=N/Nc2nccnc2Cl)c1O	-3.0	1.3	8.8	-67.4	-21.6	24.0	-12.4	-1.4	3.2
Cc1ccc(S(=O)(=O)CCC(=O)Nc2nc3c(s2)CCCC3)cc1	-5.6	-1.4	-4.4	-17.8	-2.5	2.1	-12.0	1.8	0.7
CCCCN1C=C(C(=O)OC)C(c2ccccc2C(F)(F)F)C(C(=O)OC)=C1	-4.2	67.3*	7.0	-1.2	5.0	-9.1	-18.1	0.4	61.6*
CCCNS(=O)(=O)c1ccc(CCC(=O)N2CCCC2)cc1	-2.7	1.3	-10.3	-8.7	12.5	9.0	-4.6	3.8	3.4
C=CCNC(=O)c1cnc2n(c1=O)CCS2	4.7	-4.1	4.2	-20.5	6.8	-4.3	4.7	-1.4	-0.9
O=C(NCc1nc2ccccc2[nH]1)c1c(F)c(F)c(F)c(F)c1F	-2.4	0.0	7.0	-10.2	5.1	15.1	7.0	2.2	2.5
C=CCn1c(SCC(=O)c2[nH]c(C)c(C(=O)OC)c2C)nc2scc(-c3ccc(OC)c(OC)c3)c2c1=O	6.1	1.3	0.1	-12.3	-1.1	43.0	-7.7	2.5	6.9
COc1ccc(C)cc1S(=O)(=O)Nc1ccc(F)cc1	-0.6	-0.2	-7.2	-44.8	4.9	1.3	21.2	3.0	1.9
CCOc1cc(/C=N/NS(=O)(=O)c2ccc(OC)cc2)ccc1OCCN1CCOCC1	-0.4	-2.6	-4.0	-11.5	4.4	7.2	6.6	3.1	1.7
O=C(CSc1nc2ccccc2n1Cc1ccccc1)N/N=C/c1ccccc1C(=O)O	-12.2	0.8	-0.3	-26.1	1.9	15.5	-0.1	nt	0.9
Cn1nnnc1SCc1cccc2ccccc12	-7.4	-0.5	5.4	4.2	0.0	13.9	4.6	1.9	-5.0
CCCCCc1c(O)nc(SCCN2CCOCC2)[nH]c1=O	5.4	nt	5.2	-4.4	3.2	20.0	-1.1	2.7	nt
CCOC(=O)CNC(=O)CSc1nnc(-c2cccc(OC)c2)n1CC	-1.9	19.6	-3.8	3.3	-3.9	0.3	-0.1	-1.3	60.6*
COCc1nnc(NC(=O)CCCOc2ccccc2OC)s1	2.2	-0.7	-23.8	-9.2	9.2	1.4	4.4	0.0	-0.2
CCOc1cc(NC(=S)NCC2CCCO2)c(OCC)cc1NC(=O)c1ccccc1 (centres undefined)	-1.7	-2.8	9.2	-10.8	-0.8	2.1	-4.1	4.8	1.5
CC(=O)c1ccc(OCc2cc([N+](=O)[O-])cc3c2OCOC3)cc1	-9.8	-0.5	-1.3	-20.3	-0.8	3.2	-2.3	4.0	-2.4
COc1ccc(CNC(=O)c2c(N)n(CCCN3CCOCC3)c3nc4ccccc4nc23)cc1	-1.5	17.9	0.3	11.5	-4.0	42.3	2.6	9.3	80.9*
CN(C)c1ccc(/C=N/N=C(N)N)cc1[N+](=O)[O-]	-7.1	-1.6	3.6	-13.3	-2.9	14.4	-12.3	-0.1	-0.9
CCOC(=O)c1cnc(Nc2nc3ccccc3o2)nc1CSC(=S)N1CCCCC1	-2.6	-1.2	0.4	5.2	3.4	2.0	5.3	7.2	2.7
CCOc1ccccc1C(=O)N1CCC(n2nnc3cc(C(F)(F)F)ccc32)CC1	-6.2	-5.0	8.5	-15.4	-0.6	0.0	8.4	-3.4	-3.5
COc1cccc(/C=N/Nc2cc(-n3nc(C)cc3-c3ccccc3)ncn2)c1O	-3.0	0.9	7.4	-3.2	-1.6	20.7	3.3	-0.5	-1.7
CCOC(=O)c1[nH]c2ccccc2c1NC(=O)c1ccc(S(=O)(=O)N(C)C)cc1	-9.6	-2.2	-15.2	nt	0.1	-2.8	-2.5	0.8	1.2
CCn1c(Cc2ccccc2)nnc1SCc1ccc([N+](=O)[O-])cc1	3.4	-1.3	3.3	-4.0	-0.3	7.0	5.9	12.4	3.4
CCN(CC)CCOc1ncnc2c1oc1ccccc12	-2.9	-3.3	8.0	-19.5	1.8	0.7	-3.5	5.7	2.6
NS(=O)(=O)c1ccc(CCNC(=O)COC(=O)CCc2ccccc2)cc1	-3.8	-0.9	-4.3	-7.7	-3.2	-18.3	-4.5	-5.1	1.2
CCN(c1cccc2ccccc12)S(=O)(=O)c1ccc(Cl)nc1	-5.5	1.8	-5.4	-8.6	-4.4	-0.3	-5.1	nt	-3.6
CCc1nc(NCCc2ccccn2)c2nnn(Cc3ccccc3F)c2n1	-7.7	-2.2	-13.8	-10.5	-7.5	-6.6	-5.3	8.1	-0.9
CC(C)NC(=O)CC(c1ccccc1)c1cc(Br)ccc1O (centres undefined)	-13.2	0.2	1.4	-1.1	-1.5	4.4	-17.9	0.7	-9.3
COc1ccc(OC)c(NC(=O)CCNS(=O)(=O)c2ccc3c(c2)c(=O)n(C)c(=O)n3C)c1	-2.9	1.6	15.5	-0.4	5.6	20.6	8.1	5.9	0.5
CCCN(CCC)C1Sc2ccc(C(=O)OC)cc2NC1=O (centres undefined)	-1.2	1.5	-5.8	-6.0	2.8	0.7	4.3	7.7	-3.0
C[C@@H](C(=O)Nc1cccc(S(=O)(=O)N2CCOCC2)c1)N1C(=O)C2CC=CCC2C1=O (some centres undefined)	-1.1	0.0	1.8	-6.7	4.6	11.9	2.7	-5.7	-8.1
CCOC(=O)c1sc(N)c(C#N)c1CSc1nc2ccc(C)cc2[nH]1	-3.3	1.4	-6.6	-14.4	-4.8	1.3	12.5	4.7	-1.8
Cc1cccc(-n2nc3c(c2NC(=O)c2ccco2)CSC3)c1C	4.0	-1.4	-16.6	-5.8	2.2	1.3	2.1	5.6	-10.6
CC(=O)c1ccccc1NC(=O)COC(=O)c1ccccc1NC(=O)c1ccccc1	-6.3	1.0	12.4	-15.1	6.1	2.8	-1.6	2.0	-3.3
O=[N+]([O-])c1ccc(CSc2nnc(SCc3ccccc3)s2)cc1	-5.3	-1.5	-58.1	-9.5	-7.8	13.6	-19.0	7.1	-0.8
CCc1nnc(NC(=O)CCN(c2ccc(C)cc2)S(=O)(=O)c2ccccc2)s1	-9.4	-6.1	1.5	-23.7	-7.5	-2.1	12.6	-1.0	-0.5
CC(C)C1C2=C(CC(C)(C)CC2=O)ON1c1ccccc1 (centres undefined)	-3.2	0.3	-5.9	-10.2	2.0	0.6	-4.3	2.0	-0.9
CCOC(=O)C1(CC2CC2)CCN(Cc2ccc(OC)cc2F)CC1	-5.9	-0.7	-18.2	-7.9	3.2	15.4	-4.3	-3.2	-5.3
COC(=O)c1sccc1NC(=O)Cc1ccc(OC)cc1	-3.9	-4.2	8.6	4.4	3.6	3.1	2.3	-3.7	-2.2
CC(=O)Nc1ccc(S(=O)(=O)Nc2cccc(-c3cn4c(n3)SCC4)c2)cc1	-12.3	0.4	3.5	-6.8	4.0	11.8	-7.1	1.4	0.0
CCN(CC)S(=O)(=O)c1cccc(C(=O)N[C@H](C(=O)OCC(=O)Nc2ccccc2)C(C)C)c1	-11.7	-0.6	-10.6	-1.1	-9.8	-0.9	-12.2	-3.6	3.9
O=C(Nc1cccnc1)C1CCC(CNS(=O)(=O)c2cccc3nsnc23)CC1 (centres undefined)	-5.5	-0.1	-7.9	-6.1	-2.1	1.3	-6.2	nt	-1.5
CC(NC(=O)CSc1nc2c(c(C(F)(F)F)n1)CCc1ccccc1-2)c1ccccc1 (centres undefined)	0.0	-5.5	3.0	nt	0.0	5.9	8.4	-5.1	0.4
C=CCN(CC=C)C(=S)Nc1ccc(OC)c(OC)c1	1.7	5.0	4.4	-1.0	4.8	10.5	0.8	-0.6	-0.1
N#Cc1c(NCCO)nc(NCc2ccccc2)c2c1CCN(Cc1ccccc1)C2	-1.4	32.0	-4.7	3.0	1.0	15.8	10.3	2.9	79.3*

3 of the compounds above, comma-delimited:
SMILES,RBBP9 inhibitor,Runt-CBFb FRET,NPY1 pot ag,Mdm2 ligase inh,p97 ATPase inh,Hck Nef HTS,NPY-Y2 PAM-ag,NPY Y1 blocker,Runt-SMMHC FRET
C[C@@H](C(=O)Nc1cccc(S(=O)(=O)N2CCOCC2)c1)N1C(=O)C2CC=CCC2C1=O (some centres undefined),-1.1,0.0,1.8,-6.7,4.6,11.9,2.7,-5.7,-8.1
CCOC(=O)c1sc(N)c(C#N)c1CSc1nc2ccc(C)cc2[nH]1,-3.3,1.4,-6.6,-14.4,-4.8,1.3,12.5,4.7,-1.8
Cc1cccc(-n2nc3c(c2NC(=O)c2ccco2)CSC3)c1C,4.0,-1.4,-16.6,-5.8,2.2,1.3,2.1,5.6,-10.6

Next part.
SMILES	RBBP9 inhibitor	Runt-CBFb FRET	NPY1 pot ag	Mdm2 ligase inh	p97 ATPase inh	Hck Nef HTS	NPY-Y2 PAM-ag	NPY Y1 blocker	Runt-SMMHC FRET
O=C(NCCc1nc(-c2ccccc2)cs1)c1ccc(Br)cc1	-3.6	-4.0	-23.7	10.6	-1.6	0.3	-14.2	2.3	-2.8
O=C(COC(=O)/C(=C/c1cccs1)c1cccs1)NC(c1ccccc1)c1ccccc1	-12.3	-1.6	3.7	3.8	2.1	3.5	-4.6	1.9	1.2
O=C(Cc1nc2ccccc2[nH]1)c1ccc([N+](=O)[O-])cc1	-7.4	5.7	17.3	-9.1	4.7	-22.8	-3.3	nt	6.4
COCCN(C(=O)/C=C/c1ccccc1)c1c(N)n(Cc2ccccc2)c(=O)[nH]c1=O	2.4	-1.7	5.1	1.4	6.4	23.8	8.5	-0.4	-1.4
CCOc1ccc(-n2cc(C(=O)c3cc(Cl)ccc3O)cc(C#N)c2=O)cc1	-16.2	-3.3	23.8	-11.1	4.5	-4.7	23.5	-5.6	-5.1
COc1cc(OC)c(OC)cc1/C=N/NC(=O)C[n+]1ccccc1	-8.8	0.5	6.5	-8.8	3.5	-1.5	-9.8	-1.1	1.1
Cc1ccc(CCNC(=O)C2CCN(S(=O)(=O)c3cccc4nonc34)CC2)cc1	4.1	-0.9	-7.2	-10.3	0.6	16.0	15.1	-5.3	0.7
CCCOP(=O)(c1ccc(N(C)C)cc1)C(O)c1cc(OC)c(OC)c(OC)c1 (centres undefined)	-8.0	-0.6	-1.2	-14.2	3.8	0.2	6.0	1.8	-1.1
O=C(Nc1cccnc1)C1CCN(S(=O)(=O)c2cccs2)CC1	8.6	-1.2	6.8	-14.2	3.1	18.5	-13.2	1.8	-3.6
CCN(CC)CCN1C(=O)C(=O)/C(=C(/O)c2ccc(OC)cc2)C1c1cccs1 (centres undefined)	0.8	nt	-38.1	3.8	0.6	0.2	-12.6	7.5	-13.9
